Screens: PubChem, National Center for Advancing Translational Sciences (NCATS)
IL1B secr inh: inhibitors of inflammasome signaling (IL-1 beta secretion) | AID 743279 | actives 4.7% (n = 360,000) | activity change, % at 57.5 µM | THP-1 LPS/ATP IL-1B secretion, AlphaLISA, 16 h; active compounds read low; in the data active = activity change below about -50%; inconclusive = mostly about -30% to -49%; also: % is scaled to controls: 0 for no effect and ±100 for the full control effect
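THP-1 cells pretreated 1 hr with compounds (up to 57.5 uM final), then stimulated with LPS (250 ng/mL final) plus ATP (1.25 mM final); secreted IL-1B measured by AlphaLISA after 16 hr, decreased signal indicating inhibition.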
KB-3-1 cytotox: KB-3-1 parental cell cytotoxicity; Potency, µM (doses to about 46.1 µM), inactives show at the highest dose activity change, negative = cytotoxic, most hits filed as cytotoxic; KB-3-1 viability, CellTiter-Glo ATP luminescence, 72 h; AID 1347075; actives 1.4% (n = 400,000); also: potency is read from the fitted curve at half-maximal effect; % is scaled to controls: 0 for no effect and ±100 for the full control effect; nearly all actives have a fitted effect of over 60% in size
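Luminescent ATP read-out (CellTiter-Glo) measures survival of drug-naive KB-3-1 cells after 72 h compound exposure at 37 °C. Titration series was screened from lowest to highest concentration, with DMSO vehicle plates as background controls.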
HepG2 tox: HepG2 cytotoxicity, counter-screen for TGF-b inhibitors; HepG2 CAGA-GFP viability, ATP luminescence, 18 h; Potency, µM (series often up to 46.1 µM), inactives show at the highest dose activity change, negative = cytotoxicity, actives largely listed as cytotoxic; actives 0.76% (n = 410,000); also: potency is read from the fitted curve at half-maximal effect; some results filed as inactive show a strong effect at the top dose
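CellTiter-Glo luminescence gave cytotoxicity after 18 hours at 37 degrees C. The cells were HepG2 CAGA-GFP in 1% FBS DMEM, stimulated with 500 pg/mL TGF-beta after compound addition. %Activity was normalised to no-cell wells (complete cell-killing) and DMSO (no toxicity), and curves were fitted and classified.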
ATXN viability: reduces viability in counter-screen for ATXN expression inhibitors. actives 0.49% (n = 400,000). Potency, µM (top dose mostly 56.7 µM), actives largely listed as cytotoxic. S2 cells (HEK-293 line with an ATXN2-luciferase reporter) viability, CellTiter-Fluor protease fluorescence, 24 h. AID 651635; also: potency is read from the fitted curve at half-maximal effect; nearly all actives have a fitted effect of over 40% in size
HT1080 IDH1KD tx: HT-1080 IDH1 knockdown cell toxicity (counter line); Potency, µM (titrated, usually from 46.1 µM), inactives show at the top dose activity, negative = toxicity, usual class: cytotoxic; HT-1080 IDH1 knockdown viability, ATP luminescence, 48 h; actives 2% (n = 360,000);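 also: potency is read from the fitted curve at half-maximal effect; 0% = DMSO wells and -100% = cell-free medium wells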
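In this qHTS, HT-1080 cells depleted of IDH1 are exposed for 48 h at 37 °C to compound titrations. Toxicity is scored from CellTiter-Glo luminescence, with DMSO as full viability and medium alone as none.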
SW480 rereplic: inducers of DNA re-replication in SW480 colon cancer cells | actives 1.8% (n = 340,000) | Potency, µM (highest dose often 46.1 µM), for inactives: at the highest dose re-replication activation, actives largely listed as activators | SW480 DNA re-replication, Hoechst DNA content imaging, 48 h; also: potency is read from the fitted curve at half-maximal effect; % of control where 0% means no effect; nearly all actives have a fitted effect of over 55% in size
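Image-based read-out: total Hoechst fluorescence of nuclei (405 nm excitation, 500-530 nm emission), with hits raising the fraction of high-intensity nuclei. SW480 colon cells incubated 48 hr with compounds at 37 C.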
MCF10A rerep: induces DNA re-replication in MCF 10a normal breast cells | MCF 10A DNA re-replication, Hoechst nuclear intensity, 48 h | AID 624296 | Potency, µM (series often up to 46.1 µM), for the others: at the top dose activity, positive = re-replication, actives largely listed as activators | actives 2.9% (n = 350,000); also: potency is read from the fitted curve at half-maximal effect; % of control where 0% means no effect; nearly all actives have a fitted effect of over 50% in size
HT1080NT lethal: kills 2HG-producing HT-1080-NT fibrosarcoma cells | HT-1080-NT fibrosarcoma viability, CellTiter-Glo ATP luminescence, 48 h | Potency, µM (highest dose often 46.1 µM), for inactives: at the highest dose activity, negative = less viability, actives largely listed as cytotoxic | actives 1.6% (n = 360,000) | AID 686970;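 also: NT is the 2HG producing partner of a matched IDH1 knockdown line; potency is read from the fitted curve at half-maximal effect; 0% = DMSO-treated cells and -100% = media-only wells without cells; nearly all actives have a fitted effect of over 55% in size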
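A 48-hour cytotoxicity screen used HT-1080-NT cells plated 2 hours before compound delivery. ATP-based CellTiter-Glo luminescence measured viability, normalized to DMSO and no-cell controls.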
ATXN2 expr inh: inhibitors of ATXN2 expression; HEK-293 ATXN2-luciferase reporter, luminescence, 24 h; Potency, µM (doses to about 57 µM), inactives show at the top dose activity change, negative = inhibition, hits mostly inhibitors; actives 0.72% (n = 360,000); AID 1745845; also: potency is read from the fitted curve at half-maximal effect; % is scaled to controls: 0 for no effect and ±100 for the full control effect; nearly all actives have a fitted effect of over 55% in size
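qHTS (up to 57 uM final) was run with 24 h compound exposure of reporter cells at 37 °C. Each well was multiplexed: SteadyGlo luminescence measured ATXN2-luciferase expression after a fluorogenic Gly-Phe-AFC viability readout (25 uM final).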
* marks the source's active call; other numbers are inactive results; i = inactive; ? = inconclusive; nt = not tested or not shown; [ ] = dose if it differs, or a comment. Unless noted, calls follow the shape of the dose curve; as a rule, active = well fitted curve in the direction sought with a large enough effect; inconclusive = small, poorly fitted or top-dose-only effect, or another doubt; inactive = no such curve, though single readings can be large; an effect the other way counts as inactive or inconclusive.

Values run as follows: IL1B secr inh	KB-3-1 cytotox	HepG2 tox	ATXN viability	HT1080 IDH1KD tx	SW480 rereplic	MCF10A rerep	HT1080NT lethal	ATXN2 expr inh
- O=C(NC1CCCC1)c1cccc(S(=O)(=O)N2CCOCC2)c1
→ 0	2%	8%	i	6%	1%	10%	18%	-8%
- CCn1c(SCC(=O)N2CCC(C)CC2)nc2c(c1=O)SCC2
→ 20	16%	4%	i	4%	-4%	12%	1%	-9%
- C=CCn1c(SCC(=O)NNC(=O)Nc2ccc(C)cc2)nnc1-c1ccccc1
→ ?	2%	-2%	i	15%	2%	-2%	1%	nt
- CC1CCC2(CC1)OCC1(CCC3(COC4(CCC(C)CC4)OC3)C1=O)CO2 (configuration not stated)
→ -4	12%	8%	i	12%	-9%	-21%	17%	-26%
- COc1c(C)cc(C(=O)C2CCCN(C(=O)Cn3ccc(C)n3)C2)cc1C (configuration not stated)
→ 24	-6%	-3%	i	3%	2%	6%	-1%	4%
- CCOc1ccc(NC(=O)CN(C)C(=O)CCCOc2ccc(Br)cc2)cc1OCC
→ -7	12%	-2%	i	-13%	15%	24%	-4%	-2%
- Cc1ccc(-c2cc(C(=O)N3CCN(c4ccc(F)cc4)CC3)c3ccccc3n2)o1
→ -4	?	-16%	i	-22%	-2%	?	-6%	13%
- CCCCCCNC(=O)C(C#N)c1nc2ccccc2nc1N1CCOCC1 (configuration not stated)
→ -3	0%	-9%	i	1%	-4%	-4%	1%	-5%
- Cc1cc(C)n2nc(-c3ccc(Cl)cc3)nc2n1
→ nt	-4%	-12%	i	nt	nt	nt	nt	28%
- N=C1SCC(=O)N1c1nc(-c2ccccc2)cs1
→ 21	-12%	-9%	?	12%	?	7%	4%	-56%
- COC(=O)c1scc(-c2ccc(C)cc2)c1S(=O)(=O)N1CCN(c2ccc(OC)cc2)CC1
→ nt	19%	-23%	i	nt	nt	nt	nt	-6%
- CC(C)C[C@H](NC(=O)N1CC(=O)Nc2ccccc21)C(=O)N[C@@H](Cc1c[nH]c2ccccc12)C(=O)O
→ 30	0%	1%	i	-3%	-34%	18%	-1%	7%
- CN(C)C(CNC(=O)c1ccc(C(F)(F)F)cc1)c1ccco1 (configuration not stated)
→ 7	3%	2%	i	18%	-6%	-21%	7%	9%
- Nc1nc2ccc(C(=O)Nc3ccc(N4CCOCC4)cc3)cc2s1
→ 1	5%	-2%	i	3%	-11%	-1%	0%	16%
- CC(=O)Nc1ccc(NC(=O)CSc2nnc3ccc(-c4cccnc4)nn23)cc1
→ 18	-4%	1%	i	-3%	-423%[inhibitor]	-9%	6%	22%
- CCn1nc(C(=O)NNC(=O)c2ccc(OC(F)F)cc2)c2ccccc2c1=O
→ 1	?	0%	i	16%	-2%	-2%	2%	-3%
- Cc1ccc(S(=O)(=O)CCC(=O)OCC(=O)Nc2ccc(N3CCOCC3)cc2)cc1
→ 1	0%	10%	i	15%	-1%	12%	7%	8%
- COc1ccc(Cl)cc1NC(=O)C1Cc2cc(S(=O)(=O)N3CCCC3)ccc2N1C(C)=O (configuration not stated)
→ -19	-23%	-4%	i	-10%	3%	6%	-12%	-4%
- Cc1nnc(SCC(=O)Nc2nc3c(s2)CC(C)CC3)s1 (configuration not stated)
→ -6	-27%	-19%	i	-6%	-5%	0%	2%	16%
- CC1CCCCC1NC(=O)C1CCN(S(=O)(=O)N2CCCCCC2)CC1 (configuration not stated)
→ 3	-27%	1%	i	20%	-10%	-1%	14%	-1%
- COCCNC(=O)CN(c1ccccc1OC)S(C)(=O)=O
→ 17	1%	-2%	i	4%	-4%	4%	4%	7%
- CCC(C)N=Cc1c(NCc2ccco2)nc2c(C)cccn2c1=O (configuration not stated)
→ 45	6%	1%	i	9%	-4%	-2%	5%	-38%
- COc1cc(/C=C/C(=O)OC(C)C(=O)c2ccccc2)cc(OC)c1OC (configuration not stated)
→ -7	?	9%	i	13%	3%	-1%	-2%	20%
- CC(C)(O)P(=O)(O)CCc1ccccc1
→ 11	8%	7%	i	7%	-7%	-4%	10%	-11%
- CCOC(=O)c1c(C)[nH]c(C(=O)COC(=O)C2CC2C)c1C (configuration not stated)
→ -16	-21%	-22%	i	4%[9.24 µM]	-9%	3%	9%	31%[activator]
- COc1ccc(C2CC(c3ccc(OC)cc3OC(C)=O)=NN2C(=O)c2ccccc2)cc1 (configuration not stated)
→ -12	-20%	8%	nt	-24%	-2%	-12%	-27%	3%
- Cc1ccc(NC(=O)C(C)C(=O)Nc2ccc(C)cc2)cc1
→ -19	16%	-16%	i	2%	-109%[inhibitor]	-1%	4%	-8%
- Cc1ccc(C(CC(=O)O)C2CCOC(C)(C)C2)cc1 (configuration not stated)
→ 12	-6%	4%	i	27%	7%	4%	16%	-7%
- COc1ccc(NS(=O)(=O)c2ccc(S(=O)(=O)N3CCCC3)cc2)cc1Cl
→ -3	2%	0%	i	8%	5%	9%	16%	-1%
- COc1ccc(CNS(=O)(=O)c2ccc3c(c2)NC(=O)C(C)S3)cc1 (configuration not stated)
→ 10	-4%	-36%	i	4%	?	-2%	1%	nt
- COc1cc(OC)cc(C(=O)Oc2ccc(/C=N/Nc3nc4ccccc4s3)cc2OC)c1
→ -7	-18%	-7%	i	-10%	19%	?	-10%	101%[activator]
- CC1=CC(C)(C)Nc2ccc(Cc3ccc4c(c3)C(C)=CC(C)(C)N4)cc21
→ -6	2%	-19%	i	-17%	1%	29µM*	-15%	nt
- COc1cccc(/C=C/C(=C2\C(=O)N(c3ccccc3)N=C2C)c2ccc(Br)cc2)c1OC
→ 0	?	6%	i	22%	-3%	-10%	23%	4%
- CC(=O)c1c(C)n(-c2ccc(C)cc2)c2ccc(O)cc12
→ 12	1%	4%	i	16%	0%	8%	3%	-5%
- CCCCCSc1nc2c(c(=O)[nH]c(=O)n2C)n1CCc1ccccc1
→ 25	18%	-6%	?	10%	-12%	-2%	-2%	-7%
- CC1(C)CC(=O)C(C(C2=C(O)CC(C)(C)CC2=O)c2cccnc2)C(=O)C1 (configuration not stated)
→ 0	9%	-2%	i	-5%[9.24 µM]	-3%	1%	4%	3%
- COc1ccccc1-n1nnnc1SCC(=O)NC1CCCCC1
→ -2	24%	-2%	i	8%	-3%	11%	15%	13%
- Cc1ccc(-c2cc(C(=O)Nc3nn[nH]n3)c3ccccc3n2)c(C)c1
→ 2	0%	-36%	i	-2%	-10%	0%	5%	12%
- CCOC(=O)C(C)(C)N(Cc1cccc(C)c1)S(=O)(=O)c1cccc([N+](=O)[O-])c1
→ 1	16µM*	-34%	i	-8%	-4%	5%	-1%	-23%
- CC1CCN(c2ccc(C(F)(F)F)cc2N)CC1
→ -7	0%	-1%	i	-15%	0%	15%	-7%	-8%
- Cn1nc(C(=O)NCc2ccc(F)cc2)c2c1-c1ccccc1S(=O)(=O)C2
→ 14	4%	2%	i	2%	77%	0%	6%	0%
- CCOc1ccc(-n2c(SCC(=O)O)nc3sc4c(c3c2=O)CCCC4)cc1
→ 6	8%	1%	i	-3%	0%	1%	1%	1%
- O=C(Nc1ccc(O)cc1)/C(=C\c1ccncc1)NC(=O)c1ccccc1
→ 9	-2%	9%	i	13%	-4%	-3%	-1%	-9%
- O=C(Nc1cccc(F)c1)N1CCC(c2ccccc2)CC1
→ -24	-11%	-13%	i	-26%	18%	?	-11%	0%
- O=C(O)c1cccc(N2CCCC2)c1
→ -7	8%	0%	i	-3%	-2%	?	0%	5%
- CC1(C)CC(=O)C=C(c2ccc(COC(=O)c3cccc(C(F)(F)F)c3)cc2)C1=O
→ 22	17%	-13%	?	12%	nt	nt	16%	?
- O=C(Nc1nc2ccc(Cl)cc2s1)C1CCCO1 (configuration not stated)
→ -8	-13%	-24%	i	-19%	-7%	-1%	-14%	29%
- CCCNC(=O)c1onc(CSc2ccc(F)cc2)c1C(=O)NCCOC
→ 12	4%	7%	i	7%	-5%	4%	5%	-3%
- CCOC(=O)c1[nH]cnc1C(=O)Nc1ccc(C)cc1
→ -16	2%	93%	i	-3%	-18%	1%	0%	nt
- C=C(C)COc1ccc2oc(C)c(C(=O)OCCOC)c2c1
→ 5	12%	2%	i	5%	-9%	6%	1%	2%
- CC1(c2nnc(-c3cccc(Cl)c3)o2)CC(c2cccnc2)=NO1 (configuration not stated)
→ -3	-16%	11%	i	-2%	0%	2%	2%	5%
- Cn1nccc1NC(=O)Nc1ccc(Cl)cc1
→ -11	-8%	-2%	i	-8%	?	-1%	-10%	nt
- CCn1c(CC(=O)Nc2ccc(C)cc2)nnc1SCC(=O)NCc1ccccc1
→ -6	4%	5%	i	-1%	-4%	2%	-2%	5%
- COc1ccc(/C(C)=N/NC(=O)CNC(=O)C2COc3ccccc3O2)c(OC)c1 (configuration not stated)
→ 1	11%	-28%	i	1%	-3%	-1%	1%	2%

An excerpt from above in order of molar mass, smallest number first:
Values run as follows: IL1B secr inh	KB-3-1 cytotox	HepG2 tox	ATXN viability	HT1080 IDH1KD tx	SW480 rereplic	MCF10A rerep	HT1080NT lethal	ATXN2 expr inh
- Cn1nccc1NC(=O)Nc1ccc(Cl)cc1
→ -11	-8%	-2%	i	-8%	?	-1%	-10%	nt
- COc1ccc(/C(C)=N/NC(=O)CNC(=O)C2COc3ccccc3O2)c(OC)c1 (configuration not stated)
→ 1	11%	-28%	i	1%	-3%	-1%	1%	2%
- CC1(C)CC(=O)C=C(c2ccc(COC(=O)c3cccc(C(F)(F)F)c3)cc2)C1=O
→ 22	17%	-13%	?	12%	nt	nt	16%	?
- CCn1c(CC(=O)Nc2ccc(C)cc2)nnc1SCC(=O)NCc1ccccc1
→ -6	4%	5%	i	-1%	-4%	2%	-2%	5%
